High-throughput results (PubChem)
FXIIa single: blocks human coagulation factor XIIa activity; P00748; purified human FXIIa, AMC substrate fluorescence, 2 h; inhibition, % at 10 µM; 33,000 compounds, 0.2% hits; in the data active = inhibition above about 30%;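 note: 0% = enzyme with vehicle only and 100% = no enzyme blank; many of its hits are not listed in these tables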
FXIa inh: blocks human coagulation factor XIa activity | inhibition, % at 10 µM | P03951 | purified human FXIa, fluorogenic AMC substrate cleavage | 33,000 compounds, 0.3% hits;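 active = inhibition above 40% in the primary screen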;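 note: 0% = enzyme without compound and 100% = blank wells lacking enzyme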
Target sequence (P03951 19-387 limits assumed): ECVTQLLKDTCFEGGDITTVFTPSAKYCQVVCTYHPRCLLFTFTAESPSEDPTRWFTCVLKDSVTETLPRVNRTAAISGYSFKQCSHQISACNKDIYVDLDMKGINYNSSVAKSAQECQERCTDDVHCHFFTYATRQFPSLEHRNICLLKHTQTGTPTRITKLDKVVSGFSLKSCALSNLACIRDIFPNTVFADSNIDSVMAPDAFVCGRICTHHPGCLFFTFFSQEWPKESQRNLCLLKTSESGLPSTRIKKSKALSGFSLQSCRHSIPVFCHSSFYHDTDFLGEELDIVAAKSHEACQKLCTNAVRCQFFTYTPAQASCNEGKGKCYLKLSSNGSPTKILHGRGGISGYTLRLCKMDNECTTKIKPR
Target sequence (P03951 388-625 limits assumed): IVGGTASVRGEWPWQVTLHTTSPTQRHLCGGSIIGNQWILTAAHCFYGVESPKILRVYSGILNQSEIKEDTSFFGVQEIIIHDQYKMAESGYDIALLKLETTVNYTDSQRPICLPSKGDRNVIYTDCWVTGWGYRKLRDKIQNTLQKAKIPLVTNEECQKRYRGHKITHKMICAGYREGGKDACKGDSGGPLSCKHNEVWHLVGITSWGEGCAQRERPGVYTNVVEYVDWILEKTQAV
Active calls of the source: *.

The line under a structure holds: FXIa inh	FXIIa single
1) Cn1c(=O)c2c(nc(N3CCOCC3)n2CCNC2=NCCC2)n(C)c1=O
 : -1	4
2) CCOC(=O)C1C(=O)OC2(CCCCC2)C1C(=O)OCC (stereo unspecified)
 : 1	3
3) O=C1NC(=O)/C(=C\c2ccc(Sc3ccc(Cl)cc3)o2)N1
 : 17	5
4) Cc1nnc(NC(=O)CSCc2ccccc2)s1
 : 0	5
5) CCCCOc1ccc(C(=O)Nc2ccncc2)cc1
 : 3	-17
6) CC(=O)c1ccc(N2CCN(c3ncc(C(F)(F)F)cc3Cl)CC2)cc1
 : 5	8
7) COc1ccc(NC(=O)CN2CCN(C(=O)c3ccco3)CC2)c(OC)c1
 : -7	1
8) Cc1ccc(C(=O)OCC(=O)Nc2ccc3c(c2)OCO3)o1
 : 1	5
9) O=C(C1CCC(CNS(=O)(=O)c2cccc3nsnc23)CC1)N1CC=C(c2ccccc2)CC1 (stereo unspecified)
 : -9	-14
10) COc1ccccc1CCN1C(=S)NC(C)(C)CC1(C)O (stereo unspecified)
 : -5	5
11) O=C(Nc1ccc(Cl)cc1)NC1CCCCC1Cc1ccco1 (stereo unspecified)
 : -3	7
12) CCn1nc(C(=O)N2CCc3ccccc3C2)c2ccccc2c1=O
 : -5	7
13) Cc1cc(C)nc(N(C#N)CCOc2ccc(Cl)cc2)n1
 : 7	1
14) COc1ccc(OC)c(/C=N/N(C)c2ccccc2)c1
 : 3	1
15) Cc1ccc(CCN2CC(C(=O)NCCCOC(C)C)CC2=O)cc1 (stereo unspecified)
 : -14	-10
16) O=C1C2Sc3[nH]c(=O)sc3C(c3ccccc3)C2C(=O)N1c1ccc(Cl)cc1 (stereo unspecified)
 : 0	4
17) CC1(C)NC(=O)N(CC(=O)OCC(=O)Nc2cccc(F)c2)C1=O
 : 5	9
18) COc1cccc(N(C(=O)c2cnccn2)C(C(=O)NC2CCCCC2)c2ccc(Cl)cc2)c1 (stereo unspecified)
 : 1	4
19) COc1ccc(-c2nc(N)ncc2Oc2ccccc2Br)c(O)c1
 : 2	8
20) Clc1ccc(OCCn2ccnc2)c2ccccc12
 : -4	6
21) O=C(OCc1ccccn1)c1ccc(COc2ccccc2Cl)o1
 : -8	-4
22) CCN(CC)c1ccc(NC(=O)c2cccnc2)c(C)c1
 : 7	4
23) Cc1ccc(-n2ccc(=O)c(C(=O)O)n2)cc1
 : -4	-4
24) CCC(O)CNc1nc(-n2nc(C)cc2C)nc2sc3c(c12)CC(C)(C)OC3 (stereo unspecified)
 : 30	6
25) COCCNC(=O)Cn1cnc2c1c(=O)n(C)c(=O)n2C
 : 6	3
26) CCc1cccc(NC(=O)CN(C)S(=O)(=O)c2cccc3nsnc23)c1
 : 5	4
27) O=C(Nc1ccc2nc(-c3cccnc3)[nH]c2c1)c1ccccc1F
 : -6	8
28) CCOc1ccccc1NC(=O)COn1nnc2ccccc21
 : 11	3
29) CC(NCc1ccc(N(C)C)cc1)C1CC2CCC1C2 (stereo unspecified)
 : 6	1
30) O=c1c2oc3ccccc3c2ncn1Cc1ccccc1Cl
 : 5	6
31) O=C(O)CCCCCN1C(=O)C2CCCCC2C1=O (stereo unspecified)
 : -5	4
32) Cn1c(=O)c2[nH]cnc2n(C)c1=O
 : -2	-1
33) CCC(C)c1ccc(OCCCCN2CCOCC2)cc1 (stereo unspecified)
 : 13	7
34) COc1cc(/C=C2/N=C(C3CCCCC3)OC2=O)cc(OC)c1OC
 : -1	14
35) Cc1nc2sc(-c3ccccc3)cc2c(=O)[nH]1
 : 13	-12
36) CCOC(=O)NCc1ccc(S(=O)(=O)Nc2ccc(C)cc2)cc1
 : 3	-12
37) Cc1ccc(-c2nc(SCC(N)=O)c(C#N)c3c2CCCC3)cc1
 : -11	9
38) O=C(NCc1ccco1)c1cnc2sccn2c1=O
 : 17	26
39) COCCCNc1cc(C)nc2ccccc12
 : -7	10
40) Cc1cccc(/C=N/n2c(C)cc(C)c(C#N)c2=O)c1
 : -7	6
41) COc1ccc(N2CCN(C(=O)Cc3cccs3)CC2)cc1
 : -6	9
42) CCN(CC)C(=O)Cn1c(=O)n(-c2ccccc2)c(=O)c2c3c(sc21)CCC3
 : -5	9
43) O=C1CC(c2cccs2)CC2=C1C(c1ccccc1)n1ncnc1N2 (stereo unspecified)
 : -11	6
44) Cc1ccc(CN2CCN(CC3CC4C=CC3C4)CC2)cc1 (stereo unspecified)
 : -6	-1
45) CCOCCCn1c(=N)c(C(N)=S)cc2c(=O)n3cccc(C)c3nc21
 : -3	2
46) CCOc1ccc(NC(=O)c2cc3cc4ccc(OC)cc4nc3o2)cc1
 : -9	-2
47) CCCCCCn1c(C)nc2c(c1=O)c1nc3ccccc3nc1n2/N=C/c1ccco1
 : -6	-3
48) Cc1ccc(NC(=O)Cn2cnc3sc(C(=O)NCCN(C)C)c(C)c3c2=O)cc1Cl
 : 3	2
49) Cc1ccccc1NC(=O)C1(C)Cc2ccccc2C(=O)O1 (stereo unspecified)
 : -11	5
50) Cc1ccc(-c2csc3nnc(SCc4csc(C)n4)n23)cc1
 : -6	4

7 of the compounds above, with bars between the fields.
item | canonical_smiles | FXIa inh | FXIIa single
41 | COc1ccc(N2CCN(C(=O)Cc3cccs3)CC2)cc1 | -6 | 9
42 | CCN(CC)C(=O)Cn1c(=O)n(-c2ccccc2)c(=O)c2c3c(sc21)CCC3 | -5 | 9
43 | O=C1CC(c2cccs2)CC2=C1C(c1ccccc1)n1ncnc1N2 (stereo unspecified) | -11 | 6
44 | Cc1ccc(CN2CCN(CC3CC4C=CC3C4)CC2)cc1 (stereo unspecified) | -6 | -1
45 | CCOCCCn1c(=N)c(C(N)=S)cc2c(=O)n3cccc(C)c3nc21 | -3 | 2
46 | CCOc1ccc(NC(=O)c2cc3cc4ccc(OC)cc4nc3o2)cc1 | -9 | -2
47 | CCCCCCn1c(C)nc2c(c1=O)c1nc3ccccc3nc1n2/N=C/c1ccco1 | -6 | -3

Carrying on.
The line under a structure holds: FXIa inh	FXIIa single
51) COc1ccc(N(CC(=O)NCCSC2CCCCC2)S(C)(=O)=O)c(OC)c1
 : -1	-4
52) O=C(Nc1cccc(-c2nc3ncccc3o2)c1)c1ccco1
 : -2	1
53) COc1ccc(S(=O)(=O)NC(C)(C)C)cc1-c1nnc2c3ccccc3c(C)nn12
 : -2	4
54) CCCCc1nc(SCC(=O)Nc2ccc(S(N)(=O)=O)cc2)n[nH]1
 : 1	9
55) COc1ccc(Cn2nnnc2C(c2ccccc2)N2CCN(C3CCCC3)CC2)cc1 (stereo unspecified)
 : 5	5
56) CCCCC(CCC(=O)Nc1nccs1)C(=O)O (stereo unspecified)
 : -10	5
57) COc1ccc(CCNC(=O)CCS(=O)(=O)c2ccc(C)cc2)cc1OC
 : 0	0
58) O=C(O)C1CC(=O)N(CCc2ccccc2)C1 (stereo unspecified)
 : -7	5
59) COc1cc(/C=N/Nc2nc(N3CCCC3)nc(N3CCCC3)n2)ccc1O
 : 31	-14
60) Cc1cccc(-c2noc(CCC(=O)NCc3ccco3)n2)c1
 : -2	7
61) CC(c1ccccc1)n1cc(C(=O)NCc2ccccn2)nn1 (stereo unspecified)
 : 4	8
62) O=C(COC(=O)c1cccnc1Cl)c1ccccc1
 : 0	5
63) COc1ccc(N=C2SC(C(N)=O)CC(=O)N2CCc2ccc(OC)c(OC)c2)cc1 (stereo unspecified)
 : -9	9
64) CC(=O)OCP(C)(=O)COC(C)=O
 : 2	7
65) O=C(CCn1c(=O)oc2ccccc21)Nc1nccs1
 : -1	5
66) CCCCOc1ccc(NC2=NC3(CCCC3)N=C(N)N2)cc1
 : 2	2
67) CCN1C(=O)/C(=C\N2CCOCC2)SC1=S
 : -1	7
68) CCOC(=O)c1ccc(N=C2C(=S)N(c3ccc(C(=O)OCC)cc3)C(=N)N2/N=C/c2ccccc2)cc1
 : -1	-7
69) CCOc1ccc2nc(NC(=O)C(CCSC)NS(=O)(=O)c3cccs3)sc2c1 (stereo unspecified)
 : 1	2
70) N#CC(C(=O)Nc1cccc(Cl)c1)=C1Nc2ccccc2N1
 : 5	8
71) CC1CCCCN1C(=O)Cn1cc(C#N)c2ccccc21 (stereo unspecified)
 : 2	-2
72) O=C(CCN1CCCCC1)c1ccccc1
 : 7	4
73) COC(=O)c1ccccc1NC(=O)CN(c1ccc(OC)cc1)S(C)(=O)=O
 : -6	2
74) CCOC(=O)c1nnn(CC(=O)Nc2cccc(F)c2)c1C(=O)OCC
 : 3	1
75) CCC(C)(C(=O)NC1CCCCC1)N(CC1CCCO1)C(=O)CNC(=O)c1ccccc1 (stereo unspecified)
 : -13	2
76) COc1ccc(CC(=O)Nc2cc(C)on2)cc1OC
 : 0	15
77) O=C(CSc1nnc(CNC(=O)c2ccccc2F)o1)NCC1CCCO1 (stereo unspecified)
 : -1	2
78) OCCOc1ccc(C2=NCCO2)cc1
 : 8	-17
79) Cc1cc(=O)[nH]c(SCC(=O)N2CCC(C(N)=O)CC2)n1
 : 5	6
80) Cc1ccc(NC(=O)CC2NCCNC2=O)cc1 (stereo unspecified)
 : 4	6
81) CCc1ccc2c(c1)c1nc(C)sc1n2CC
 : 1	2
82) O=C(c1ccccc1-c1ccccc1)N1CCOCC1
 : -3	3
83) O=C(c1ccc2nc(N3CCOCC3)sc2c1)N1CCC(Cc2ccccc2)CC1
 : 7	5
84) Cc1nc(N2CCN(C)CC2)c2c(C)c(C(=O)Nc3ccc(F)cc3)sc2n1
 : -9	-13
85) CCC1CCCCN1CCNC(=O)CCS(=O)(=O)c1ccc(Br)cc1 (stereo unspecified)
 : -7	0
86) N#Cc1nc(-c2ccc(Cl)cc2)oc1NCc1ccco1
 : -7	-7
87) COc1ccc(-c2nnc(SCC(=O)N3CCOCC3)n2C)cc1OC
 : 4	-12
88) O=C(Oc1ccc(-c2cn3c(n2)SCC3)cc1)c1ccccc1
 : 8	7
89) O=C(O)C1C2C=CC(C2)C1C(=O)OCC1CCCO1 (stereo unspecified)
 : 6	0
90) COc1ccc(S(=O)(=O)N(C)CC(=O)Nc2ccc(C(F)(F)F)cc2)cc1Cl
 : -11	5
91) CC1(C)CC(=O)C2=C(C1)NCN(Cc1ccc3c(c1)OCO3)C2
 : 3	5
92) O=C1Nc2ncccc2OC1CCCl (stereo unspecified)
 : -3	12
93) O=C(O)c1cc2cc(Cl)ccc2oc1=O
 : 0	6
94) COCCNC(=O)c1nn(-c2cc(OC)cc(OC)c2)c(=O)c2ccccc12
 : 0	13
95) CC1CCCCC1NC(=O)C(=O)NCC1CCCO1 (stereo unspecified)
 : 0	2
96) CC(C)NC(=O)CN1C(=O)NC(CCc2ccccc2)C1=O (stereo unspecified)
 : 7	6
97) CCCCSc1nnc2c(n1)OC(C(=O)c1ccccc1)Nc1ccccc1-2 (stereo unspecified)
 : 6	11
98) CCOCCOc1nc2c(c(=O)n(C)c(=O)n2C)n1CCc1ccccc1
 : 0	3
99) c1ccc(CN2CCN(c3nc4ccccc4c4ccccc34)CC2)cc1
 : -2	-6
100) CCCCn1c(=O)c(C(=O)c2ccccc2)nc2ccccc21
 : 3	6

(list continues)
The line under a structure holds: FXIa inh	FXIIa single
101) Cc1ccc(S(=O)(=O)NC2CCCc3ccccc32)cc1C (stereo unspecified)
 : -6	5
102) O=C(Oc1ccc2c(=O)c(Oc3ccc4ccccc4c3)coc2c1)c1ccco1
 : 0	-3
103) CC(C)(C)c1ccc(C(=O)NCCC(=O)N2CCN(c3ncccn3)CC2)cc1
 : -3	2
104) COc1ccc(N2CCN(C(=N)/C(C(C)=O)=C(\C)O)CC2)cc1
 : -11	3
105) CC(C)NC(=O)C1(c2ccccc2)CCOCC1
 : -1	2
106) CCOC(=O)C1CCCN(C2CC(=O)N(c3ccc(C)c(C)c3)C2=O)C1 (stereo unspecified)
 : 0	1
107) Cc1ccnc(-n2sc3ccccc3c2=O)n1
 : -4	7
108) CC1CCCN(S(=O)(=O)Cc2ccc(Cl)cc2)C1 (stereo unspecified)
 : 12	4
109) CC1=C(C(=O)OC(C)C)C(c2cccnc2)C2=C(CC(C)(C)CC2=O)N1 (stereo unspecified)
 : -4	-7
110) CCOc1cc(C2Nc3ccccc3C(=O)N2c2ccccc2OC)ccc1O (stereo unspecified)
 : 3	1
111) N#CC(c1ccc(F)cc1)c1ccc(C(=O)c2ccc(F)cc2)cc1 (stereo unspecified)
 : 2	-6
112) CC(C)(C)C(=O)NC1=NCCS1
 : 1	9
113) Cc1nn(-c2ccccc2)c2c1C1(C(=O)Nc3ccccc31)N1C(=N2)Sc2ccccc21 (stereo unspecified)
 : 2	8
114) Cc1cc(S(=O)(=O)Nc2ccccc2C)ccc1F
 : 1	-15
115) Cc1ccc(NC(=O)CN2CCN(CCN=CC3=C(O)CC(C)(C)CC3=O)CC2)cc1
 : -7	24
116) CN(C)CCCN1C(=O)C(=O)/C(=C(/O)c2ccncc2)C1c1ccccc1 (stereo unspecified)
 : 2	4
117) O=C(c1ccc2c(=O)n(Cc3ccco3)c(=S)[nH]c2c1)N1CCN(Cc2ccccc2)CC1
 : -3	4
118) N#Cc1c(NCCCO)nc(-c2ccco2)c2c1CCCC2
 : 0	-7
119) COc1cccc(NS(=O)(=O)c2c(C)n(C)c(=O)n(C)c2=O)c1
 : 3	2
120) COc1ccc(N(C(=O)c2ccco2)S(=O)(=O)c2cccc([N+](=O)[O-])c2)cc1
 : -3	-2
121) Cn1c(-c2ccccc2)cnc1N
 : 8	2
122) CC(Sc1nnc(-c2ccc(O)cc2)o1)C(=O)Nc1cccc2ccccc12 (stereo unspecified)
 : 9	8
123) CCn1ncc(/C=N/O)c1C
 : -11	2
124) Cn1c(NCC(O)CO)nc2c1c(=O)n(Cc1ccc(Cl)c(Cl)c1)c(=O)n2C (stereo unspecified)
 : -14	-1

One compound at a time, as listed above. Order of screens: FXIa inh	FXIIa single
Cn1c(NCC(O)CO)nc2c1c(=O)n(Cc1ccc(Cl)c(Cl)c1)c(=O)n2C (stereo unspecified) reads -14	-1
Cn1c(-c2ccccc2)cnc1N reads 8	2

The list is partial; the hit share may differ from the screen's.
